High-throughput results: PubChem, The Scripps Research Institute Molecular Screening Center
MITF primary: human MITF inhibition, primary screen | 0.91% of 650,000 active | AID 1259374 | inhibition, % at 2.6 µM | AlphaScreen MITF homodimerization, bead proximity signal; in the data active means inhibition above about 50%;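 further: 0% = vehicle wells with protein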
GPR151 activ: activators of human GPR151. Q8TDV0. PathHunter beta-arrestin GPR151 cells, luminescence. activation, % at 11.2 µM. 1% of 650,000 active. AID 1508602; in the data active means activation above about 4.9%;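 further: 0% = median of compound wells and 100% = cells with positive control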
Target sequence (Q8TDV0 whole entry, looked up): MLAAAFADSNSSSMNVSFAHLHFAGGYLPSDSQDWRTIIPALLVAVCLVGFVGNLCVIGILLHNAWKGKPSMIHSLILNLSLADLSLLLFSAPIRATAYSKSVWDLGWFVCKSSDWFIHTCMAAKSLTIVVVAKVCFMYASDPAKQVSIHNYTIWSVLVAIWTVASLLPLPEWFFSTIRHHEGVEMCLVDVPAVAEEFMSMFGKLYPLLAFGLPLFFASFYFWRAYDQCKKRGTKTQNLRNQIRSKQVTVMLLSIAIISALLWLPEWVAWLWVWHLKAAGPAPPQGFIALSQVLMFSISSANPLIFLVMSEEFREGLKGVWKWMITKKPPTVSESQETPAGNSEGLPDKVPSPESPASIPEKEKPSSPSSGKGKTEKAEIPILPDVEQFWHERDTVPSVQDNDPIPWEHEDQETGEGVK
TEAD-YAP inh: TEAD-YAP interaction inhibition. HEK-TIYL cells, TEAD-Gal4/YAP UAS-luciferase luminescence. inhibition, % at 9.12 µM. 1.4% of 640,000 active; in the data active means inhibition above about 32%;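 further: 0% = median of test compound wells and 100% = reference inhibitor wells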
FBW7 act: human FBW7 E3 ligase activation, primary screen; 0.13% of 650,000 active; AlphaScreen FBW7–phospho-cyclin E peptide binding, activator screen; Q969H0; normalized activity (activation), % at 26.1 µM; in the data active means normalized activity above about 1.9%;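 further: purified mutant Fbw7 with reduced substrate affinity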
Target sequence (Q969H0 whole entry, looked up): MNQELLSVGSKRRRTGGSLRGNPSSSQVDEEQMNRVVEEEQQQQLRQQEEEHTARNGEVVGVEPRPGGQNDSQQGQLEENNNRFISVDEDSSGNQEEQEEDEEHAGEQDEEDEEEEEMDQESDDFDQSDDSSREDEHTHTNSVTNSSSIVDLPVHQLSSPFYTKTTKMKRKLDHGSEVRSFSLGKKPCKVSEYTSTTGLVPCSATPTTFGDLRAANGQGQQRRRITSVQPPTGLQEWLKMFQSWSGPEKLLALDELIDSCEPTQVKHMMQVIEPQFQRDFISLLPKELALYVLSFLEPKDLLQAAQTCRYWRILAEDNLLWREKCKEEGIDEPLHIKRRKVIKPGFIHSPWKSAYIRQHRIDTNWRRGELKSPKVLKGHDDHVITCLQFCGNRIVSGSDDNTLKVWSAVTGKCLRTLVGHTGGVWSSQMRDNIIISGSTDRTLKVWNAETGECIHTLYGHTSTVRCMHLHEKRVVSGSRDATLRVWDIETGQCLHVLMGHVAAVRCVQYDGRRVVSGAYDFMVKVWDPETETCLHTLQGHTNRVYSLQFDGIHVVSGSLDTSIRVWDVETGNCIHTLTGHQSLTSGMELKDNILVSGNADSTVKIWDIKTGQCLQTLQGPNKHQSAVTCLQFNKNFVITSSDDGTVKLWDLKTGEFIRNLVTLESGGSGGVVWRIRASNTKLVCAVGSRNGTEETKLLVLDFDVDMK
Active calls of the source: *.

SMILES	MITF primary	GPR151 activ	TEAD-YAP inh	FBW7 act
C(=C\c1ccccc1)/C=N/Nc1nncn1/N=C/C=C/c1ccccc1	-2.5	0.4	-8.5	-0.9
CC(C)Cc1nc(SCc2ccccc2F)c2c(=O)n(C)c(=O)n(C)c2n1	1.5	1.8	2.0	-1.0
Cc1ccc(C)c(N2CCN(C(=O)c3ccc4c(c3)NC(=O)C(CSCc3ccc(F)cc3)N4)CC2)c1 (centres undefined)	-7.4	-1.1	-3.9	-0.2
O=C(COc1ccccc1)Nc1ccc(N2CCC(NCCN3CCOCC3)CC2)cc1	4.9	-1.0	2.6	0.4
CC1CCCN(c2cc(C(=O)Nc3ccc(F)cc3)c3ccccc3n2)C1 (centres undefined)	-9.9	-0.1	-25.2	0.0
COc1ccc(-c2noc(-c3nnn(-c4cc(OC)ccc4OC)c3N)n2)cc1	-6.3	2.1	0.4	0.0
O=C(/C=C/c1ccc2c(c1)OCO2)NNC(=O)CC12CC3CC(CC(C3)C1)C2	3.6	-0.4	22.7	0.6
COCCC(=O)NC(C)c1nnc2n1CCN(CC(C)C)CC2 (centres undefined)	3.0	-0.7	-9.1	0.0
COC(=O)COc1ccc(NC(=O)COc2ccc(Br)cc2)cc1	-5.1	0.4	6.1	0.2
COc1ccc(C(=O)Nc2cc(C(N)=O)ccc2OC)cc1	-8.8	0.2	1.0	-0.3
Cc1cc(=O)[nH]c(SC(C)c2nc3ccccc3c(=O)[nH]2)n1 (centres undefined)	18.6	0.6	6.4	0.1
CC(C)C(O)(C(=O)NN(C(=O)c1cccc([N+](=O)[O-])c1)c1ccccc1)C(C)C	16.1	0.8	-3.6	-0.1
CCc1c(C)c(C#N)c2nc3ccccc3n2c1N1CCN(c2cc(C)ccn2)CC1	11.7	1.2	2.9	0.1
CC(=O)N1CCC(C(=O)NCc2ccc(-n3cccn3)cc2)CC1	-2.8	1.0	-0.6	0.1
COc1cc2nc(NC3CCC(O)CC3)nc(NCc3ccccc3)c2cc1OC (centres undefined)	8.0	-0.6	-2.5	-0.1
CCc1ccccc1OCC(=O)Nc1ccc(C(N)=O)cc1	4.4	-0.1	-0.5	0.2
COc1ccc(N(CC(=O)N2CCN(C)CC2)S(C)(=O)=O)cc1	13.7	-0.1	-5.2	0.0
Cc1ccc2nsnc2c1S(=O)(=O)N1CCCC1	23.3	0.5	-17.0	0.7
CCCOc1ccc(/C=c2\sc3nc(=O)c(Cc4ccccc4)nn3c2=O)cc1	3.4	0.2	-2.4	0.0
O=C(Nc1ccc(-c2nc3ncccc3o2)cc1)c1ccc(Br)cc1	8.3	0.9	-3.0	0.1
O=C(COc1ccccc1[N+](=O)[O-])Nc1ccc(Br)cc1C(=O)O	-9.0	-1.3	9.0	-0.1
CCOC(=O)C1(CC2CCCCO2)CCN(S(=O)(=O)c2ccc(OC)cc2)CC1 (centres undefined)	8.0	0.1	-3.5	0.2
COc1ccc(NC(=O)C2CC2)c2ccccc12	5.5	1.3	-0.8	0.0
Cc1c(C(=O)NCCCN2CCCC2=O)oc2ccc(S(=O)(=O)N3CCOCC3)cc12	-16.1	1.0	0.1	-0.1
CCc1nc(N)c(C#N)c(-c2cccn2C)c1C	2.3	-0.4	-8.7	0.1
CCOC(=O)CNC(=O)C1CCCc2c1[nH]c1ccc(Cl)cc21 (centres undefined)	-3.2	-0.1	0.8	0.0
CCn1c(C(=O)O)c(CC(=O)Nc2cc(OC)c(OC)c(OC)c2)c2ccccc21	17.2	-0.7	1.5	0.1
Cc1c(C(=O)N2CCCCCC2)sc2ncnc(N(C)c3ccccc3)c12	-8.1	-0.2	-9.9	0.0
CCCC1=C(C(=O)OCC)C(c2ccc(F)cc2)C(C#N)=C(N)O1 (centres undefined)	10.3	1.8	8.7	0.1
CC(Oc1ccccc1)C(=O)N1CCN(c2ccc([N+](=O)[O-])cc2)CC1 (centres undefined)	4.3	0.8	-3.1	-0.1

Filtered by structure: the compounds so far with bromine.
SMILES	MITF primary	GPR151 activ	TEAD-YAP inh	FBW7 act
COC(=O)COc1ccc(NC(=O)COc2ccc(Br)cc2)cc1	-5.1	0.4	6.1	0.2
O=C(Nc1ccc(-c2nc3ncccc3o2)cc1)c1ccc(Br)cc1	8.3	0.9	-3.0	0.1
O=C(COc1ccccc1[N+](=O)[O-])Nc1ccc(Br)cc1C(=O)O	-9.0	-1.3	9.0	-0.1

Following part.
SMILES	MITF primary	GPR151 activ	TEAD-YAP inh	FBW7 act
CC(=O)N1CCC[C@H]1C(=O)N1CCCC(c2[nH]ncc2Cc2ccccc2)C1 (some centres undefined)	8.2	0.4	-4.3	0.0
OC[C@H]1O[C@@](CO)(O[C@@H]2O[C@H](CO)[C@@H](O)[C@H](O)[C@H]2O)[C@@H](O[C@@H]2O[C@H](CO)[C@@H](O)[C@H](O)[C@H]2O)[C@@H]1O	15.3	-0.9	9.0	0.1
CN1CCN(Cc2nnnn2Cc2ccccc2)CC1	-5.8	2.6	-4.0	0.1
Cc1ccccc1N1C(=O)CN(C(=O)c2ccc(-n3ccnc3)cc2)CC1C (centres undefined)	4.4	0.1	11.6	0.1
Cc1cccnc1N/C=C(\Cl)C(=O)C(F)(F)F	24.6	-1.8	-5.7	0.3
Nc1nc(SCCc2ccccc2)n[nH]1	0.1	-0.3	-9.3	-0.2
COc1ccc(CCNC(=S)N2CCN(C(=O)C3CCCO3)CC2)cc1OC (centres undefined)	-10.0	-0.2	1.8	0.0
Cc1c(C(=O)N2CCC(C#N)CC2)sc2ncnc(N3CCCCC3C)c12 (centres undefined)	17.2	-0.9	-14.1	0.1
CCOC(=O)C1=CN(Cc2ccc(OC)cc2)C=C(C(=O)OCC)C1c1cc2c(cc1Br)OCO2	-1.6	0.2	4.8	0.0
COc1cc2c(cc1OC)C(COc1ccc(F)cc1)N(C(=O)c1ccc(S(=O)(=O)N3CCCC3)cc1)CC2 (centres undefined)	8.2	0.3	0.8	-0.2
CC(=O)Nc1cccc(NC(=O)CCc2c(C)nc3nc(CN)nn3c2C)c1	4.4	-0.6	3.2	0.0
CCOC(=O)c1sc2nc(C)nc(Nc3ccccc3OC)c2c1C	12.0	0.2	0.8	0.0
CCNS(=O)(=O)c1ccc(C)c(C(=O)O)c1	9.7	-0.7	4.7	-0.1
COc1ccc(S(=O)(=O)Cc2ccc(C(=O)N3CCN(c4ncccn4)CC3)o2)cc1	6.2	-0.1	3.4	-0.1
CCCCOc1ccc(S(=O)(=O)Nc2ccc(OC)cc2)cc1	6.6	-0.9	3.0	0.1

Results in GPR151 activ and FBW7 act (4 entries from above):
mol | GPR151 activ | FBW7 act
CCOC(=O)c1sc2nc(C)nc(Nc3ccccc3OC)c2c1C | 0.2 | 0.0
CCNS(=O)(=O)c1ccc(C)c(C(=O)O)c1 | -0.7 | -0.1
CN1CCN(Cc2nnnn2Cc2ccccc2)CC1 | 2.6 | 0.1
CCOC(=O)C1=CN(Cc2ccc(OC)cc2)C=C(C(=O)OCC)C1c1cc2c(cc1Br)OCO2 | 0.2 | 0.0

Continued:
SMILES	MITF primary	GPR151 activ	TEAD-YAP inh	FBW7 act
Cc1cccc(C(C(=O)NC2CCCC2)N(Cc2cccnc2)C(=O)c2csnn2)c1 (centres undefined)	2.3	2.2	6.8	-0.1
O=C(Nc1c(F)cccc1F)N1CCn2cccc2C1c1ccccc1 (centres undefined)	1.9	10.9*	2.4	-0.2
O=C1CC(c2ccc(F)cc2)Sc2nc(-c3ccccc3)nn21 (centres undefined)	-10.3	-1.2	7.3	-0.1
CCc1ccc(S(=O)(=O)N2CCSC2c2ccccc2)cc1 (centres undefined)	-13.6	0.5	-7.5	0.0
COc1cc(C)c(S(=O)(=O)NCCOC23CC4CC(CC(C4)C2)C3)cc1C	-12.5	0.2	-0.8	-0.1
CCOC(=O)C1=C(C)N(CCOC)C(=O)/C1=C\c1ccc(OC)cc1OC	9.8	-1.8	-2.1	0.0
COc1ccc(C2CC(=O)C3=C(C2)Nc2ccccc2NC3c2ccc(C)cc2)cc1OC (centres undefined)	2.8	0.0	1.1	0.0
COc1ccc(NC(=O)COc2ccc(S(=O)(=O)NC(C)C)cc2)cc1OC	-1.0	0.3	0.1	-0.1
Cc1cc(C(C)(C)C)nc2[nH]n(-c3ccccc3)c(=O)c12	23.4	0.4	8.1	0.2
COc1ccccc1C(=O)NCCn1cc(SCC(=O)Nc2ccc(F)cc2)c2ccccc21	-3.1	0.0	-4.5	-0.5
CCOC(=O)c1c(NC(=O)/C(C#N)=C/c2cccnc2)sc(C)c1C	14.2	-0.4	6.1	2.0*
Cc1cc(Br)ccc1NC(=O)CSc1ccc(Cl)cc1	-3.8	0.4	2.5	-0.3
COc1ccc2nc(N3CC(C(=O)NCCc4c[nH]c5ccccc45)C3)sc2c1	4.5	-0.3	4.0	0.0
Cc1ccc(NC(NC(=O)c2ccc(C)cc2)C(=O)c2ccccc2)cc1 (centres undefined)	7.2	0.2	-6.7	-0.3
CNC(=O)c1ccc(Cl)cc1Cl	-3.5	0.0	1.7	-0.1
CC(NC(=O)COC(=O)c1cccc(NS(C)(=O)=O)c1)C12CC3CC(CC(C3)C1)C2 (centres undefined)	-0.6	1.5	-4.6	0.0
Cc1cc(-c2nnc(CCC(=O)NC(C)c3cccc4ccccc34)o2)no1 (centres undefined)	1.9	1.7	3.6	0.1
COc1cc(OC)cc(C(=O)N(CCO)Cc2cc3ccc(C)cc3[nH]c2=O)c1	11.4	-1.0	2.5	0.3
C/C(=N\NC(=O)C1(C)NC(C)(C)Cc2ccccc21)c1ccccc1 (centres undefined)	3.7	0.0	-3.1	0.1
CCOc1ccc(C(CC(=O)O)NC(=O)c2ccco2)cc1 (centres undefined)	-6.5	0.4	0.2	0.1
O=c1[nH]c(C2CC2)nc2cc(-c3cnn(-c4cccc(N5CCOCC5)c4)c3)ccc12	10.3	-1.1	0.3	-0.1
Cn1c(-c2nonc2NC(=O)c2ccccc2Br)nc2ccccc21	0.0	2.4	9.6	-0.2
O=C(O)c1c2c(nc3ccccc13)CCC2	8.9	0.6	-1.2	0.0
COCCCNC(=O)c1ccc2c(=O)n(Cc3ccc(Cl)cc3)c(=S)[nH]c2c1	9.6	-0.8	8.0	-0.1
O=C(Nc1ccccc1Cl)c1noc2c1COc1ccccc1-2	3.9	-0.4	-1.8	0.0
CC(C)(CO)NCc1ccc(Br)cc1	-20.5	5.3*	6.6	0.0
COc1ccc(/C=C/C(=O)CCC(=O)O)cc1	1.1	1.6	-25.0	-0.1
O=C(c1cnc(N2CCN(c3ccccn3)CC2)c2ccccc12)N1CCN(Cc2ccc3c(c2)OCO3)CC1	0.4	2.0	57.3*	-0.1
Cc1ccc(S(=O)(=O)Nc2ccc(Cl)cc2C(=O)Nc2ccc(Cl)cc2)cc1	14.4	0.7	7.1	0.0
Cc1ccn2cc(-c3ccc(O)c(O)c3)nc2c1	21.3	-6.7	64.1*	-0.2
COc1ccc(S(=O)(=O)NCC2CCCN(C(=O)CCn3cccn3)C2)cc1 (centres undefined)	-9.3	0.2	-0.6	0.0
Cc1ccc(C)[n+](CC(=O)N2CCCCC2)c1	8.3	0.1	12.7	1.1
CCN(CC)CC(=O)c1ccc(-c2ccccc2)cc1	3.1	-0.3	7.3	0.0
Cc1nnc(NC(=O)c2ccc([N+](=O)[O-])cc2Cl)s1	-7.9	-0.3	-14.6	-0.1
COCCCNc1nccn2c(-c3ccoc3)cnc12	-3.3	-1.8	3.6	0.0
CCOC(=O)c1sc2nc3c(cc2c1N)CCCCC3	-3.8	-3.6	8.8	0.3
Cc1ccc(C(=O)Oc2ccc(N3C(=O)C4CCC(C)CC4C3=O)cc2)cc1 (centres undefined)	1.8	-1.7	5.9	0.4
Cc1cc2nc3c(=O)n(C4CCCCCC4)c(=O)[nH]c3nc2cc1N	5.4	5.1*	-20.4	0.6
c1ccc(CCn2nnnc2CN2CCc3ccccc32)cc1	2.2	0.5	4.0	-0.2
COc1ccc(S(=O)(=O)Nc2cc3sc(=O)oc3c3ccccc23)cc1[N+](=O)[O-]	11.3	-1.4	-7.3	-0.5
CC1(C)Oc2ccc(C(=O)NC3CCCC3)cc2N(CC(=O)NC2CCCC2)C1=O	9.4	0.2	-5.2	0.0
Cc1ccc(C(=O)Nc2ccc(SCc3ccccn3)nn2)cc1	-3.3	-0.5	-30.2	0.0
O=C(CC(SCc1ccco1)c1ccc(Cl)cc1)c1cccs1 (centres undefined)	13.7	0.6	-18.2	-0.1
C=CCNC(=O)C1CCCN(S(=O)(=O)CCC)C1 (centres undefined)	4.0	-0.9	7.2	1.1
CCOc1cc(/C=C2/C(=N)N3C(c4ccccc4)=CSC3=NC2=O)ccc1OCCOc1ccccc1C	-3.4	-0.6	-7.3	0.2
CCc1ccc(C2=NC(c3ccc(Cl)cc3Cl)NC(c3cc(Br)ccc3O)C2)cc1 (centres undefined)	0.3	1.9	8.2	-0.2
Cc1c(Cl)cccc1-n1c(-c2ccco2)n[nH]c1=S	9.5	-0.7	-10.7	0.1
Cc1ccc(NC(=O)Cn2cnc3sc(C(=O)N4CCC(C(N)=O)CC4)c(C)c3c2=O)cc1Cl	23.3	-0.5	1.2	0.6
COc1cc(C(=O)NCC(=O)N2CCN(c3ccccc3)CC2)cc(OC)c1OC	12.9	-0.4	8.7	0.5
Cc1cc(NC(=O)c2ncoc2-c2cccc(Cl)c2)no1	18.3	-2.0	-10.8	1.2
CCOc1ccccc1N(C(=O)c1ccco1)C(C(=O)NC1CCCC1)c1cccnc1 (centres undefined)	2.3	0.0	3.4	0.0
Cc1cc(OCC(=O)N2CCCC2)c(C)cc1Br	14.3	-0.5	2.2	0.6
O=C(N=NC(=O)c1ccc2c(O)n(Cc3ccccc3)c(O)c2c1)c1ccncc1	4.2	-0.5	6.2	0.3
